Bioassay records deposited in PubChem by several laboratories.
Wnt act – activators of Wnt/beta-catenin signaling. activation, % at 9.35 µM. Wnt/beta-catenin reporter cell assay, activator, plate reader. 300,000 tested, 1.2% active; in the data active = activation above about 30%, passing the limit was not always enough; inconclusive = no clear call, values can overlap the other calls;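 note: 0% = neutral control wells and 100% = positive control wells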
MITF act – MITF TRPM1 promoter activation in melanoma cells; SK-MEL-5 TRPM1-promoter luciferase, 24 h; % of positive control, neutral wells = 0; activation, % at 12.5 µM; 300,000 tested, 0.75% active;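 active = mean activation of at least 80% with every replicate also reaching 80%; inconclusive = mean reaches 80% but some replicate falls short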;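 note: 0% = neutral control wells and 100% = parthenolide positive control wells; values of inactives mirror those of a sister screen read the other way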
SR-BI DiI-HDL act – enhances SR-BI lipid uptake from DiI-HDL; activation, % at 12.5 µM; AID 504775; 320,000 tested, 0.096% active; CHO ldlA[mSR-BI] cells, DiI-HDL uptake fluorescence, 3 h; 100 = double the neutral-control signal;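 active = mean replicate activation of at least 60% and every replicate at or above 60%; inconclusive = mean or all-replicate condition met, but not both; inactive = mean below 60% and not all replicates reaching 60%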;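 note: 0% = median plate neutral-control signal and 100% = twice that signal; values of inactives mirror those of a sister screen read the other way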
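Material: SR-BI-overexpressing, LDLR-lacking CHO cells; schedule: compound exposure 3 h, 37 °C; reagent: DiI-labelled HDL at 10 µg/mL final; technique: bottom-read fluorescence, 550/595 nm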
CAL PDZ FP-1 – CAL PDZ (human) peptide binding inhibition; Q9HD26; purified CAL PDZ, TMR-peptide fluorescence polarization, 1 h; inhibition, % at 24.9 µM; 300,000 tested, 0.92% active; AID 602252;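 active = mean inhibition of at least 30% with at least half of replicates also reaching 30%; inconclusive = no clear call, values can overlap the other calls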;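 note: 0% = DMSO neutral control and 100% = excess unlabeled competitor peptide PRC23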
CAL PDZ FP-2 – human CAL PDZ-peptide interaction inhibition | inhibition, % at 20 µM | 330,000 tested, 0.02% active | Q9HD26 | purified CAL PDZ, TMR-peptide fluorescence polarization, 1 h | AID 504414;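 active = highest replicate inhibition of at least 40%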;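 note: plate controls were DMSO neutral control wells for no effect and unlabeled competitor peptide control wells for full effect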
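System: tagged CAL PDZ domain. Schedule: 1 h room-temperature incubation prior to read. Signal: fluorescence polarization (mP). Measure: percent inhibition from loss of millipolarization.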
SR-BI HDL uptake – inhibitors of mouse SR-BI mediated HDL lipid uptake. inhibition, % at 12.5 µM. Q61009. 320,000 tested, 0.96% active. ldlA[mSR-BI] CHO cells, DiI-HDL uptake fluorescence, 3 h;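 active = mean replicate inhibition of at least 70% and a set share of replicates each scoring 70 or more; inconclusive = meets just one of the two criteria; inactive = fails both criteria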;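 note: 0% = median of neutral control wells and 100% = median of positive control wells; values of inactives mirror those of a sister screen read the other way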
Target sequence (Q61009 whole entry, looked up): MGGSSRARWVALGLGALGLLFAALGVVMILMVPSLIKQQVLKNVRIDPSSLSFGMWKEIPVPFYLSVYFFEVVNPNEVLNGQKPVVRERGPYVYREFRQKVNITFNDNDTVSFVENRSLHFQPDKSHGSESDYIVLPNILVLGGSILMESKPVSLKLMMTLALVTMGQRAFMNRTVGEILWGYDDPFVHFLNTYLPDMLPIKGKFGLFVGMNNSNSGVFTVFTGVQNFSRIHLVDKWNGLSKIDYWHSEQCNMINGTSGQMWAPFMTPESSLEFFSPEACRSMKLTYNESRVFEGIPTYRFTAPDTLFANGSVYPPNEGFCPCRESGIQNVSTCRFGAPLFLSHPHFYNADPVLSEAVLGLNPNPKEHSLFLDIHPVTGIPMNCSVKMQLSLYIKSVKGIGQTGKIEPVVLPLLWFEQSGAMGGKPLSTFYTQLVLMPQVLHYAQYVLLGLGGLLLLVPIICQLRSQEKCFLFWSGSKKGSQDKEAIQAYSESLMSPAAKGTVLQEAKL
phage Ecoli inh – E. coli growth loss with phage present; inhibition, % at 11.9 µM; 360,000 tested, 0.26% active; growth absorbance; AID 651602; in the data active = inhibition above about 11%
Tat transport – inhibitors of E. coli Tat protein transport. E. coli MC4100 TorA-mCherry Tat export, fluorescence. inhibition, % at 10 µM. 340,000 tested, 0.036% active. AID 488895;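 active = mean replicate inhibition at least 50% and at least half of replicates individually reaching 50%; inconclusive = only one of the two criteria met; inactive = neither criterion met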;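 note: exported cargo escapes ClpAP degradation while cytoplasmic cargo is degraded and loses fluorescence; 0% = median of neutral control wells and 100% = median of NaSCN control wells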
AddAB inh – less growth of phage-infected E. coli with AddAB. E. coli expressing H. pylori AddAB, absorbance growth. inhibition, % at 11.9 µM. 330,000 tested, 0.29% active. AID 435030; in the data active = inhibition above about 12%;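 note: 0% = vehicle wells of infected cells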
Ecoli viability – counter-screen for AddAB inhibitors: E. coli growth inhibition; 330,000 tested, 0.27% active; AID 449728; E. coli V3065 growth, OD600 absorbance, 18 h; inhibition, % at 11.9 µM;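 active = inhibition above the campaign's mean inhibition across all tested compounds plus 3 SD, cut at about 9.9% in these data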;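 note: uninfected addAB+ strain grown without phage in ampicillin broth; 0% = DMSO wells and 100% = ciprofloxacin 0.95 µg/ml wells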
* = called active by the depositor; u = inconclusive; x = not tested or not shown. This is a random part of the collection; about 3.6% have a hit in one of these screens.

SMILES	Wnt act	MITF act	SR-BI DiI-HDL act	CAL PDZ FP-1	CAL PDZ FP-2	SR-BI HDL uptake	phage Ecoli inh	Tat transport	AddAB inh	Ecoli viability
O=C1CN(C(=O)COc2ccccc2F)c2ccccc2N1	x	-3	11	-2	-0.6	-11	1.2	-2	1.4	0.2
CCc1ccc(-c2cc(C(F)(F)F)n3nc(C(=O)Nc4cnn(Cc5ccc(C)cc5)c4)cc3n2)s1	x	-54	-36	-2	-2.5	36	x	-5	1.3	0.4
CS(=O)(=O)NCCSc1nnnn1-c1ccccc1	x	-1	10	-5	-0.9	-10	1.1	7	1.1	0.4
CC1(C)CC(=O)c2sc(NC(=O)CN3CCOCC3)nc2C1	x	x	8	-9	-4.4	-8	1.9	1	1.2	-0.8
Cc1ccc(/C=C/C(=O)OCC(=O)NCc2ccc(Cl)cc2)o1	-5	0	11	x	1.1	-11	1.3	-2	-0.3	-0.3
CC1CC(=O)C2=C(C1)Nc1ccccc1SC2c1ccc(F)cc1 (centres undefined)	-2	-7	-16	-2	-3.0	16	5.0	4	-1.0	-1.9
COc1ccc(NC(=O)C2=NN(C3CCS(=O)(=O)C3)C(=O)CC2)cc1S(N)(=O)=O (centres undefined)	-3	10	1	-11	-0.9	-1	1.6	-5	0.2	-1.8
CCC(C)(C)NC(=O)C(c1ccc(F)cc1)N(CCOC)C(=O)CCC(=O)Nc1nccs1 (centres undefined)	-1	-2	x	-2	-1.7	x	1.2	6	3.2	0.2
Cc1ccc(C(=O)O/N=C(\N)c2ccccn2)c(C)c1	12	-95	9	-1	-3.6	-9	2.0	0	2.5	0.3
Cc1ccccc1CNC(=O)c1ccccc1NS(C)(=O)=O	-1	9	10	5	-0.5	-10	0.9	3	3.3	1.3
COc1ccc2c(C=O)cn(C)c2c1	-2	6	9	x	-1.2	-2	0.7	-3	1.4	0.8
CC1CCCN(C(=O)COC(=O)COc2ccc(Cl)cc2)C1 (centres undefined)	-3	9	41	1	-0.6	-41	5.5	4	-1.1	-1.1
CN(C(=O)c1ccccc1C(=O)OCC(=O)NCc1ccccc1)C1CCCCC1	-4	-12	1	0	-1.6	-1	2.1	2	1.1	0.4
CCCC(C)NC(=O)CSc1nnc(-c2c[nH]c3ccccc23)o1 (centres undefined)	-2	-9	9	46*	-2.4	-9	1.9	2	-1.5	-0.9
COc1ccc2c(c1)-c1c(ssc1=S)C(C)(C)N2S(=O)(=O)c1ccc(C)cc1	-5	-6	-5	0	-0.1	5	3.7	-10	1.6	1.6
CCCCNC(=S)N(C)/N=C/c1c(F)c(F)c(F)c(F)c1F	x	0	7	0	-2.8	-7	3.5	-5	2.2	-1.7
COc1ccc(NC(=O)COC(=O)/C=C/c2ccccc2[N+](=O)[O-])cc1	x	2	3	-2	-0.9	-3	4.2	-1	-0.3	-1.4
Cc1cccc(SCC(=O)Nc2ccc3c(c2)OCCO3)c1	22	73	4	-2	-0.2	-4	1.0	8	1.1	-0.6
COc1ccc(/C=N\Nc2ccccc2[N+](=O)[O-])c(C(=O)O)c1OC	7	3	5	-1	0.7	-5	4.5	0	3.1	1.6
Cc1ccc(CS(=O)(=O)Cc2ccc(C(=O)NCc3ccccn3)o2)cc1	x	-6	9	-3	0.0	-9	0.9	-1	-0.9	-2.9
COc1ccc(C(=O)CC(SCC(NC(C)=O)C(=O)O)c2ccc(Cl)cc2)cc1OC (centres undefined)	2	9	x	-1	-0.7	x	0.6	3	-2.9	-1.2
Cc1cc2c(c(=O)n1CCN(C)C)C(c1ccc(Br)cc1)C(C#N)=C(N)O2 (centres undefined)	x	3	13	-3	-0.6	-13	2.6	-5	0.8	1.0
CC[C@]12c3[nH]c4ccc(Cl)cc4c3CCN1C(=O)[C@@H](CC(=O)NCC13CC4CC(CC(C4)C1)C3)C[C@@H]2C(=O)N1CCN(C(=O)C2CC2)CC1	-7	-23	42	-3	0.1	-42	0.5	10	-1.4	-5.0
COc1ccc(C(=O)NCc2cccs2)cc1S(=O)(=O)N1CCOCC1	-1	-5	3	2	0.1	-3	1.3	-7	-0.4	-1.0
Cc1ccc(C(=O)NC(=S)Nc2ccc3c(c2)OCCO3)c(C)c1	x	33	6	-3	-1.2	-6	3.8	-8	1.3	-1.4
More entries follow.
SMILES	Wnt act	MITF act	SR-BI DiI-HDL act	CAL PDZ FP-1	CAL PDZ FP-2	SR-BI HDL uptake	phage Ecoli inh	Tat transport	AddAB inh	Ecoli viability
COC(=O)c1ccc(CNC(=O)COC(=O)Cc2ccsc2)cc1	x	4	27	-3	-0.3	-27	4.7	-4	4.4	1.3
COC(=O)c1cc2ccsc2n1CC(=O)Nc1ccc(N(C)C)cc1	7	-14	-57	-4	-0.8	57	1.8	1	-3.3	-2.4
COC(=O)C1=C(COc2ccccc2)NC(=O)NC1c1ccc(Br)cc1 (centres undefined)	-3	-1	-45	2	-0.1	45	3.7	-11	2.6	-0.5
CCOC(=O)N1CCN(C(=O)c2ccc(Cn3c(=S)[nH]c4cc5c(cc4c3=O)OCO5)cc2)CC1	7	-61	-56	-2	-0.7	56	1.6	6	0.9	-0.1
O=S(=O)(Nc1nc2ccccc2nc1N1CCN(c2ccccc2F)CC1)c1ccc(Cl)cc1	x	x	2	0	-2.2	-2	0.5	3	3.9	1.2
CCCOc1ccc(C(=O)N(Cc2cccs2)C2CCS(=O)(=O)C2)cc1 (centres undefined)	0	-10	5	-4	1.1	-5	0.0	10	0.6	-0.6
Clc1ccc(COc2ccccc2-c2ccnc3ncnn23)cc1	-1	35	-13	-5	-4.6	13	2.7	-1	0.2	1.9
Cc1nc2ccc(NC(=O)COc3cccc(F)c3)cc2s1	0	4	-2	x	-1.2	2	1.8	3	0.6	0.0
COc1ccccc1C(=O)NCCn1cc(SCC(=O)Nc2cc(C)on2)c2ccccc21	x	13	-20	-1	-3.1	20	4.0	6	-0.8	1.1
Cc1c(NC(=O)/C(C#N)=C/c2ccccc2)c(=O)n(-c2ccccc2)n1C	2	-8	-19	1	-2.5	19	-0.5	-5	-1.5	-1.4
O=C(NC1CCN(C(=S)Nc2ccccc2Cl)CC1)C1CCCCC1	-2	x	x	-1	-0.4	x	2.8	1	1.1	-0.6
COc1cc(NS(=O)(=O)c2c(C)[nH]c(C)c2C(=O)N2CCCC2)cc(OC)c1OC	3	1	-12	6	-0.4	12	2.5	3	-0.4	-1.2
C=CCN1C2CCCC1CC(NC(=S)Nc1ccc(Cl)cc1)C2 (centres undefined)	39*	15	-5	-2	-5.4	5	5.6	3	7.1	0.8
COc1ccc(NC(=S)NC(=O)c2ccccc2Cl)cc1	x	u	-14	0	-3.0	14	3.5	1	-0.4	-1.8
CC(=O)c1cccc(NC(=O)CSc2nc(=O)n(CCN3CCOCC3)c3c2CCCC3)c1	-2	8	-18	-2	-2.8	18	4.0	1	0.0	0.8
S=c1[nH]c(-c2ccccc2)cn1/N=C/c1cccs1	6	4	-16	-1	-0.4	16	0.5	-1	0.0	0.6
COc1cc(Nc2cccc[n+]2C)cc(OC)c1OC	0	8	-5	2	0.3	5	-0.4	-1	0.7	-0.6
CCCN1CCC(N(C)CCc2ccc(OC)c(OC)c2)CC1	x	6	-11	-3	-2.5	11	-0.1	4	-0.1	-1.4
CCCCCCOC(=O)C(C#N)c1nc2ccccc2nc1N1CCOCC1 (centres undefined)	x	4	33	x	-0.7	-33	1.7	0	1.0	2.7
Cc1ccccc1CN1CCN(CC(=O)NCCCN2CCN(c3ccc(F)cc3)CC2)C1=O	x	-8	-20	-2	0.3	20	1.0	-7	0.8	1.0
CC(C)(C)NC(=O)COC(=O)Cc1ccc(Cl)cc1	-3	-15	10	2	-2.1	-10	2.5	-2	0.9	2.8
COCCN1C=C2C(=O)C(C)(OC(=O)CCc3ccccc3)C(=O)C=C2C=C1c1ccc(C#N)cc1 (centres undefined)	-1	7	7	1	0.9	-7	1.8	3	1.9	-1.2
CCN(CC)CCNc1nc(-n2nc(C)cc2C)nc2sc3c(c12)CC(C)(C)OC3	14	-21	-18	x	-1.6	18	-1.2	-12	3.5	-0.2
O=C(O)CCCCC1SCC2NC(=O)NC21 (centres undefined)	-8	6	19	-3	-3.5	-19	0.0	4	3.0	-0.2
Cc1ccc(OCCOC(=O)C2CCN(S(=O)(=O)c3ccc(C)c(C)c3)CC2)cc1	0	6	21	-3	-2.1	-21	3.0	-5	6.0	2.1

Two compounds picked at random from those above, as already listed:
SMILES	Wnt act	MITF act	SR-BI DiI-HDL act	CAL PDZ FP-1	CAL PDZ FP-2	SR-BI HDL uptake	phage Ecoli inh	Tat transport	AddAB inh	Ecoli viability
CCc1ccc(-c2cc(C(F)(F)F)n3nc(C(=O)Nc4cnn(Cc5ccc(C)cc5)c4)cc3n2)s1	x	-54	-36	-2	-2.5	36	x	-5	1.3	0.4
COc1cc(NS(=O)(=O)c2c(C)[nH]c(C)c2C(=O)N2CCCC2)cc(OC)c1OC	3	1	-12	6	-0.4	12	2.5	3	-0.4	-1.2

Following part.
SMILES	Wnt act	MITF act	SR-BI DiI-HDL act	CAL PDZ FP-1	CAL PDZ FP-2	SR-BI HDL uptake	phage Ecoli inh	Tat transport	AddAB inh	Ecoli viability
COc1ccc(NCc2nnc(SCC(=O)NCc3ccccc3)n2-c2ccccc2OC)cc1	x	17	2	0	0.0	-2	0.7	-6	0.8	-0.3
CCOC(=O)CCCSc1nc2sc3c(c2c(=O)[nH]1)CCC3	-6	x	21	-5	-1.5	-21	2.1	-9	1.4	1.7
O=C(Nc1c(-c2ccccc2)nc2ccccn12)c1ccco1	0	-1	15	-4	-0.9	-15	4.4	-3	2.0	-2.2
COc1cccc(-c2noc(CCC(=O)Nc3cccnc3)n2)c1	x	34	x	-14	-1.2	x	3.6	1	0.7	-1.6
O=C(NCc1ccccc1)N1CCC(Cc2ccccc2)CC1	0	-3	3	x	0.9	-3	3.2	-4	1.4	-0.8
COc1cc(-c2noc(C)c2C(=O)NCc2ccc3c(c2)OCO3)cc(OC)c1OC	1	8	7	-3	-1.0	-7	2.5	4	1.2	0.7
Cc1ccc(NS(=O)(=O)c2cc(C(=O)NCc3ccccn3)ccc2Cl)cc1	-5	-9	12	7	-0.9	-12	5.6	4	2.5	0.7
Cc1cc(NC(=O)c2ccc3c(c2)C(=O)N(C2CCCCC2)C3=O)no1	x	-5	5	-4	0.1	-5	2.3	-3	-0.5	1.6
Cc1nc(N2CCN(C(=O)c3ccco3)CC2)c(C#N)c2c1CCCC2	3	14	-41	-5	-1.9	41	1.2	-2	-2.4	3.0
Cc1c([N+](=O)[O-])c([N+](=O)[O-])nn1CC(=O)N1CCOCC1	-2	6	23	-1	-5.1	-23	2.3	-1	0.3	-0.2
CC1CCC(NC(=O)c2cccn2C)CC1 (centres undefined)	42*	77	7	2	-1.9	-7	0.7	-1	x	x
CN(NC(=O)Nc1ccc(Cl)cc1)c1c(Cl)c(Cl)nn1C	0	-12	-22	4	-0.7	22	4.0	5	2.5	-0.2
COc1ccc2c(Cn3cnc4cc([N+](=O)[O-])ccc4c3=O)cc(=O)oc2c1	x	-34	x	1	0.5	x	x	4	-0.3	1.6
